# Source: PubChem BioAssay
# FLuc inh: Firefly luciferase inhibition profiling of diverse chemical library using quantitative high-throughput screening. purified P. pyralis luciferase, luminescence, biochemical. AID 1347043, 2019. Potency, µM (doses to about 115 µM), without a hit: at the highest dose activity change, negative = inhibition, usual class: inhibitors. Luciferin 4-monooxygenase (Photinus pyralis), P08659. 76,000 compounds, 2.5% hits; further: potency means the concentration at half of the fitted maximal effect; nearly all actives have a fitted effect of over 65% in size
# Target sequence (P08659 whole entry, looked up): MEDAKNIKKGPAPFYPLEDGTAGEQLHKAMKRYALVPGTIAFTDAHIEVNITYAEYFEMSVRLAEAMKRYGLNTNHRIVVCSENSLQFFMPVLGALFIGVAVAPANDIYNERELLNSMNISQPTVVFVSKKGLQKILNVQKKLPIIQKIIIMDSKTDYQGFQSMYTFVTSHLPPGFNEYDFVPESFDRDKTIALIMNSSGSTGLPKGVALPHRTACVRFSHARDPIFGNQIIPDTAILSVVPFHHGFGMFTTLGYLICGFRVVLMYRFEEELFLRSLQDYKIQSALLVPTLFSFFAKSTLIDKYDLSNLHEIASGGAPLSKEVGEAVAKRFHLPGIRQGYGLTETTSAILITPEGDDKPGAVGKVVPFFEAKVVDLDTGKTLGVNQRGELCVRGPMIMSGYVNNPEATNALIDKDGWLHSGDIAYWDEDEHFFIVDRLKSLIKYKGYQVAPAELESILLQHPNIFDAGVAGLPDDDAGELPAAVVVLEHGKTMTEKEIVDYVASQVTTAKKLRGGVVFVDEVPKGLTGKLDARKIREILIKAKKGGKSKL
#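 Cell-free enzyme assay, 10nM P. pyralis luciferase, luciferin and ATP each at 10uM. Inhibition profiled over a 6-point titration, read as luminescence.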
# IP6K1 inh: Primary qHTS assay for small molecule inhibitors of Inositol hexaphosphate kinase 1 (IP6K1); activity change, % (series mostly up to about 58 µM); IP6K1 kinase, ADP-Glo luminescence, 2 h; active compounds read low; 140,000 compounds, 0.81% hits; in the data active means activity change below about -25%
# Target sequence (Q92551 whole entry, looked up): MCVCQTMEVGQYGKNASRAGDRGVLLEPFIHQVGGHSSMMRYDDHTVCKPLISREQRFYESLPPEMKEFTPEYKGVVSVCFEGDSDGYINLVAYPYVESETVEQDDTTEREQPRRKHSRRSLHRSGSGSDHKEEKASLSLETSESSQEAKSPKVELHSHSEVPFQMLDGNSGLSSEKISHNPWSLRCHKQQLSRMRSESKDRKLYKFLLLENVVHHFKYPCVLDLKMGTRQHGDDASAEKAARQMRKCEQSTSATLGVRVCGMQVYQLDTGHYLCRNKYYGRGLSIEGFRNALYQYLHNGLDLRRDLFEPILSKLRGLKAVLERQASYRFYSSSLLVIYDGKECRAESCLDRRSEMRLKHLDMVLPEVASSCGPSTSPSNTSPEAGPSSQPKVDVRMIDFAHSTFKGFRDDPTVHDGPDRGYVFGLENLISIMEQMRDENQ
#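 ADP-Glo luminescence measures ADP made by human IP6K1 during a 2 h RT reaction with ATP/IP6 (mix at 1.3 mM/130 uM); top library doses 57.5 and 19.1 uM final.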
# SNCA expr inh: Primary qHTS assay for inhibitors of alpha-synuclein gene (SNCA) expression | 140,000 compounds, 0.17% hits | Potency, µM (doses to about 57.2 µM), without a hit: at the highest dose activity change, negative = inhibition, hits mostly inhibitors | HEK-293 SNCA-luciferase knock-in, luminescence, 24 h | AID 1671194, 2021;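 further: potency means the concentration at half of the fitted maximal effect; plate controls were DMSO cells for no effect and cell-free wells for full effect; nearly all actives have a fitted effect of over 45% in size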
# SNCA viab count: GF-AFC viability counterscreen for inhibitors of alpha-synuclein gene (SNCA) expression. HEK-293-SNCA-luc viability, GF-AFC fluorescence, 24 h. Potency, µM (doses to about 57.1 µM), without a hit: at the highest dose activity change, negative = cytotoxicity, most hits filed as cytotoxic. 150,000 compounds, 0.12% hits;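 further: potency means the concentration at half of the fitted maximal effect; 0% = DMSO-treated cells and -100% = medium-only wells without cells; nearly all actives have a fitted effect of over 30% in size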
#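 HEK-293-SNCA-luc cells (1500/well) plated 24 h, then exposed 24 h to a dilution series; GF-AFC added 30 min at 37C, fluorescence 405/540 nm; normalised to medium-only and DMSO wells, Hill fit.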
# GPT2 inh: Primary qHTS assay for inhibitors of Glutamate pyruvate transaminase 2 (GPT2); Alanine aminotransferase 2 (Homo sapiens), Q8TD30; Recombinant GPT2, coupled pyruvate oxidase/HRP Amplex Red fluorescence; 100,000 compounds, 0.25% hits; Potency, µM (titrated, usually from 57.7 µM), without a hit: at the top dose activity change, negative = inhibition, actives largely listed as inhibitors; further: potency means the concentration at half of the fitted maximal effect; nearly all actives have a fitted effect of over 60% in size; many of its hits are not listed in these tables
#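 Inhibition is scored from Amplex Red fluorescence generated when pyruvate oxidase and HRP act on pyruvate released by GPT2. Reactions contain 10ng/uL enzyme, 250uM a-KG and 2mM L-alanine and run 30 min at room temperature.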
# HEK cytotox: Cytotoxic Profiling in HEK 293 Cell Line of Diverse Libraries Using Quantitative High-Throughput Screening; HEK 293 viability, ATP luminescence (CellTiter-Glo), 48-72 h; AID 1345083, 2018; 94,000 compounds, 6.6% hits; Potency, µM (highest dose often 115 µM), for the others: at the top dose activity change, negative = cytotoxicity, usual class: inhibitors; further: potency means the concentration at half of the fitted maximal effect; nearly all actives have a fitted effect of over 60% in size
#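 Viability of HEK 293 cells, plated at 250 cells/well, was judged by cellular ATP after compound treatment for 48 or 72 hr. Luminescence was imaged 10 min after CellTiter-Glo addition at room temperature.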
# NIH3T3 tox: Cytotoxic Profiling in NIH 3T3 Cell Line of Diverse Libraries Using Quantitative High-Throughput Screening; NIH 3T3 viability, CellTiter-Glo ATP luminescence, 48-72 h; Potency, µM (doses to about 96.7 µM), inactives show at the highest dose activity change, negative = cytotoxicity, actives largely listed as inhibitors; 94,000 compounds, 4.3% hits; AID 1345082, 2018; further: potency means the concentration at half of the fitted maximal effect; nearly all actives have a fitted effect of over 55% in size
#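 Luminescent ATP readout (CellTiter-Glo, 10 min RT) after 48 or 72 hr compound exposure of NIH 3T3 cells seeded at 400 cells/well in 1536-well format; quantitative HTS.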
# * = called active by the depositor; i = inactive; ? = inconclusive; . = no result given; [ ] = dose if it differs, or a comment. Unless noted, the call rests on the fitted dose curve; in most records, active means well fitted curve in the direction sought with a large enough effect; inconclusive means small, poorly fitted or top-dose-only effect, or another doubt; inactive means no such curve, though single readings can be large; an effect the other way counts as inactive or inconclusive. Unless noted, on the % scale 0 is the no-effect control and ±100 the full control effect.
# Fields: FLuc inh	IP6K1 inh	SNCA expr inh	SNCA viab count	GPT2 inh	HEK cytotox	NIH3T3 tox
Cc1ncsc1CCC(=O)N1CCN(CCCOc2ccc(F)cc2)CC1
 : 3%	-1	-15%	4%	-8%	?	?
CC(=O)c1cccc(NC(=O)c2oc(=O)c3ccccc3c2-c2ccccc2)c1
 : .	3	-19%	4%	.	.	.
COCCCNC(=O)CCC(=O)N1Cc2ccccc2Oc2ncccc21
 : .	1	16%	12%	.	.	.
Cn1nccc1C(=O)N1CC(C(=O)Nc2ccccn2)C2(CCOCC2)C1 (stereo not given)
 : 4%	26	2%	7%	5%	i	-2%
Cc1ccc(OCC(=O)Nc2ccc(C(=O)OCc3cc(=O)n4nc(C5CC5)sc4n3)cc2)cc1
 : .	16	-13%	5%	.	.	.
CCCN(C(=O)Cn1nc(Cc2ccncc2)c2ccccc2c1=O)c1ccccc1C
 : .	24	29%	8%	.	.	.
CNC(=O)c1ccc2nc(-c3cccc(C)n3)oc2c1
 : .	-4	6%	13%	-4%	-29%	?
COc1ccccc1C(=O)NCc1ccc2c(c1)CCN2C(=O)c1ccncc1
 : .	-5	-8%	-7%	.	.	.
CCN(CC)c1ccc(NC(=O)CN(C)S(=O)(=O)c2cccc3nsnc23)c(C)c1
 : .	1	-24%	1%	.	.	.
COc1cccc(Cn2c(=O)cc(C)c3c(C)nn(-c4ccc(C)cc4)c32)c1
 : .	13	10%	4%	.	.	.
N#Cc1ccc(C(=O)N2CCC3(CC2)CC(Cc2nc(C4CC4)no2)CCO3)cc1 (stereo not given)
 : -15%	-15	-4%	2%	-11%	-12%	-1%
COc1cc(NC(=O)Cn2nc3c(cc2=O)CCCCC3)cc(OC)c1OC
 : -1%	-1	6%	-8%	-4%	-3%	-5%
CCOC(=O)c1cccc(Nc2nc(-c3ccccc3)no2)c1
 : 1.8µM*	-1	131%[activator]	-9%	i	28µM*	-27%
CCOc1ccccc1CN1CCC2(CCN(C(=O)C3CC3)CC2)Oc2ccccc21
 : -14%	-6	5%	0%	i	45µM*	25µM*
CS(=O)(=O)N1C[C@H]2CCN(C(=O)Cc3ccccc3F)C[C@H]21
 : 6%	5	23%	-8%[12.5 µM]	i	i	i
C[S+](=O)([O-])N1Cc2ccccc2CC2(CCCN(CC3CCCC3)C2)C1 (stereo not given)
 : .	-3	-25%	2%	?	-7%	i
CC(=O)NC[C@H]1CCN(Cc2ccc(Cl)cc2F)C[C@H]1N(C)C
 : 8%	-2	26%	-6%[12.5 µM]	-10%	2%	i
CN(Cc1ccc(F)cc1)C(=O)c1cccc(Cl)c1
 : -2%[172 µM]	-3	-15%[87.6 µM]	-6%[87.6 µM]	-7%[88.5 µM]	?	-21%[138 µM]
O=C(NCC1(COc2cccnc2)C[C@@H](O)[C@@H](O)C1)c1nc2ccccc2[nH]1 (stereo not given in full)
 : 2%	-1	-17%	1%	-2%	0%	1%
O=C(Nc1nnc(S(=O)(=O)N2CCOCC2)s1)c1ccccc1Cl
 : .	4	-5%	6%	.	.	.
Cc1ccc(C)c(NC(=O)Cn2nc3n(c2=O)CCCCC3)c1
 : 0%	30	-8%	-11%	i	2%	2%
O=C(Nc1ccccc1F)NC1CCN(Cc2cccc(-c3cccs3)c2)CC1
 : .	-4	?	10%[12.5 µM]	3%	25µM*	25µM*
Cc1ccc(-c2cn3c(n2)sc2cc(C(=O)NC4CCCCC4)ccc23)cc1
 : .	-16	22%	-13%	.	.	.
N#Cc1cccc(C(=O)N2CCC3(CC2)NC(=O)N(Cc2ccccc2Cl)C3=O)c1
 : -5%	-13	-17%	-1%	i	-21%	-28%
CC(=O)O[C@]1(C(C)=O)CC[C@H]2[C@@H]3C[C@H](C)C4=CC(=O)C=C[C@]4(C)[C@@]3(F)[C@@H](O)C[C@@]21C
 : .	16	.	1%	i	.	.
CCN(CCCNC(=O)c1cc2c(=O)[nH]c3ccc(C)cc3c2s1)c1ccc(C)cc1
 : .	-7	7%	15%	.	.	.
O=C(c1ccc2nccn2c1)N1CCN(c2ccc(F)cc2)CC1
 : -1%	-7	-12%	9%	i[11.5 µM]	-6%	-18%
O=C(Nc1ccccc1)N1CCN(C(=O)c2cccc(-c3ccccn3)c2)CC1
 : .	-18	10%	7%[12.5 µM]	-2%	i	-6%
COc1nccc(N2CCC(CC(=O)NC3CCN(Cc4ccccc4)CC3)CC2)n1
 : -1%	24	-7%	6%	i	?	?
CCCCOc1ccc(OCCCN2CCOCC2)cc1
 : .	-11	39%[25.6 µM]	-23%[23.9 µM]	0%	.	.
Cc1ccc(SCC(=O)Nc2cccc(-c3nc4cc(Cl)ccc4o3)c2C)cc1
 : .	14	93%[activator]	-7%	.	.	.
CCc1ccc(CNC(=O)C2(c3ccc(NC(=O)C(C)C)cc3)CCC2)cc1
 : -8%	11	-22%	1%	-20%	?	-12%
CCc1ccc(C=C2SC(=S)NC2=O)cc1
 : .	.	61%[activator]	3%	?	.	.
CCc1cccc(NC(=O)C2CCN(C(=O)c3nnn4c3COC(c3ccc(OC)cc3)C4)CC2)c1 (stereo not given)
 : -6%	0	-25%	-1%	i	18µM*	?
CCOc1ccccc1NC(=O)Cn1c(=O)n(-c2ccc(F)cc2)c(=O)c2c1cc(C)n2C
 : 4%	-1	-25%	-21%	2%	-14%	-16%
Cc1ccc(N2C(=O)N[C@@H]3CCN(C(=O)c4ccccc4)[C@@H]3C2=O)cc1
 : -5%[172 µM]	2	-3%[87.6 µM]	5%[87.6 µM]	2%[88.5 µM]	-1%[172 µM]	i
COCC(=O)N[C@@H]1CN(C(=O)c2ccnn2C)CC[C@@H]1c1nc(C)no1
 : -1%	12	4%	14%	i	13%	i
COCc1ccc2c(c1)c(OC(C)(C)C(=O)NCc1ccncc1)nn2CCC(C)C
 : -4%[172 µM]	-7	?	-6%[87.6 µM]	-5%[88.5 µM]	?	?
Cc1nnc2ccc(N3CCC(NC(=O)NC(C)C)CC3)nn12
 : .	-10	.	.	.	i	-4%[138 µM]
COc1cccc(Nc2ncc3c(n2)C(C)(C(=O)NC2CCOCC2)CC3)c1 (stereo not given)
 : 12%[172 µM]	19	-4%[87.6 µM]	?	4%[88.5 µM]	89µM*	40µM*
COc1ccc(CN2CCC3(CC2)CNc2ccccc2[S+](=O)([O-])N3)cc1
 : 0%	20	9%	1%	i	-27%	-15%
CN1CCN(c2ccc(-c3cn(C)c(=O)n4cc(COc5ccnn5C)nc34)cn2)CC1
 : -11%[172 µM]	-15	-2%[87.6 µM]	3%[87.6 µM]	?	?	?
COc1ccc(CN2CCC(N3C(=O)c4c(c(C)nn4-c4ccccc4)C3C3CC3)CC2)cc1 (stereo not given)
 : .	1	.	.	.	-14%	?
COc1ccc(-n2c(SCC(=O)NCc3ccccc3)nc3c([nH]c4ccccc43)c2=O)cc1
 : .	-6	-2%	-10%	.	.	.
COc1ccc(C(C)NC(=O)c2ccc(-c3ccc(N4CCSCC4)nc3)cc2)cc1 (stereo not given)
 : ?	9	-1%	-11%	i	?	?
O=C(CNC(=O)c1ccccc1)NCc1nnc2ccc(-c3ccccc3)nn12
 : -1%	4	-13%	-4%	2%	-2%	-12%
O=C(COc1ccccc1F)Nc1ccc2oc(-c3cccc(Cl)c3)nc2c1
 : .	35	52%[activator]	6%	.	.	.
O=C(COc1ccc(F)cc1)NCc1nnc2ccc(-c3ccccc3)nn12
 : 4%	10	6%	-2%	i	-21%	-14%
Cc1cccc(OCC2(CNC3CCN(C)CC3)C[C@@H](O)[C@@H](O)C2)n1 (stereo not given in full)
 : -7%[172 µM]	1	-12%[87.6 µM]	1%[87.6 µM]	-6%[88.5 µM]	i	i
COc1ccc(-c2ccccc2C(=O)NCc2ccccn2)nn1
 : .	21	.	.	.	i	-7%[138 µM]
Cc1nc2c(c(=O)n1C)CCN(C(=O)NCc1ccco1)CC2
 : -4%	7	19%	-9%	i	-1%	i
COCc1nncn1C1CCN(S(=O)(=O)c2ccc(F)cc2F)CC1
 : 5%	-3	33%[activator]	5%	i	-1%	i
CCn1cc(CN2CCC3(CC2)CC(C(=O)N2CCOCC2)N(C)C3)cn1 (stereo not given)
 : .	1	-1%	14%	i	-1%	-8%
COc1ccc2[nH]c3c(c2c1)CCNC31CCN(C(=O)c2ccc(C)s2)CC1
 : -7%	2	-2%	0%[12.5 µM]	i	11µM*	?
Cc1ccccc1CNC(=O)CCS(=O)(=O)c1cc2c3c(c1)CCN3C(=O)CC2
 : .	5	2%	1%	.	.	.
CCN1CCN(C(=O)CCn2ccc(=O)[nH]c2=O)C(C)C1=O (stereo not given)
 : 5%	13	5%	-4%	-6%	2%	4%
COCc1cc(=O)n(CC(=O)Nc2ccc(OC)c(OC)c2)c(N2CCOCC2)n1
 : 1%	6	-4%	-27%	3%	-1%	2%
CCOC(=O)C1=C(C)N=C2SC=C(CC(=O)NCC3CC3)N2C1c1ccccc1OC (stereo not given)
 : 3%	-2	1%	4%	0%	?	-16%
O=C(O)C[C@@H]1CCN(C(=O)c2ccc(C(F)(F)F)cc2)C[C@@H]1CCN1CCCCC1
 : 6%[172 µM]	-11	8%[87.6 µM]	5%[87.6 µM]	1%[88.5 µM]	-1%[172 µM]	i
Cc1ccc(Br)c(C(=O)N2CCCC3(CNc4ncccc4[S+](=O)([O-])N3)C2)c1 (stereo not given)
 : .	25	.	.	.	-17%	-28%
COc1ccc(C(=O)N2CCN(c3nccc(Nc4ccccc4Cl)n3)CC2)cc1
 : .	17	-7%	-8%	-4%	?	?
O=C(c1ccc2c(c1)OCO2)N1CCCN(c2ccnc3ccnn23)CC1
 : .	4	10%	-3%	i	?	?
CC(C)(C)OC(=O)N1CCC(c2c(C(=O)N3CCN(c4ncccn4)CC3)cnn2-c2cccc(F)c2)CC1
 : .	-14	?	-2%	.	.	.

# Complete entries from above. Values in the order: FLuc inh, IP6K1 inh, SNCA expr inh, SNCA viab count, GPT2 inh, HEK cytotox, NIH3T3 tox
# Profile of COCc1cc(=O)n(CC(=O)Nc2ccc(OC)c(OC)c2)c(N2CCOCC2)n1 → 1%, 6, -4%, -27%, 3%, -1%, 2%
# Profile of Cc1nc2c(c(=O)n1C)CCN(C(=O)NCc1ccco1)CC2 → -4%, 7, 19%, -9%, i, -1%, i
# Profile of CCN1CCN(C(=O)CCn2ccc(=O)[nH]c2=O)C(C)C1=O (stereo not given) → 5%, 13, 5%, -4%, -6%, 2%, 4%

# An excerpt, so the mix of outcomes need not match the whole.
